# Bioassay records: PubChem BioAssay, National Center for Advancing Translational Sciences (NCATS)
# GLP-1R agonist: qHTS of GLP-1 Receptor Agonists; 0.007% of 380,000 active; HEK293 GLP-1R CRE-luciferase, luminescence, 4-6 h; cells express a hypersensitive GLP-1R form; AID 624172, 2012; Potency, µM (doses to about 45.6 µM), inactives show at the top dose activation, usual class: activators; also: % of control where 0% means no effect
# Target sequence (P43220 whole entry, looked up): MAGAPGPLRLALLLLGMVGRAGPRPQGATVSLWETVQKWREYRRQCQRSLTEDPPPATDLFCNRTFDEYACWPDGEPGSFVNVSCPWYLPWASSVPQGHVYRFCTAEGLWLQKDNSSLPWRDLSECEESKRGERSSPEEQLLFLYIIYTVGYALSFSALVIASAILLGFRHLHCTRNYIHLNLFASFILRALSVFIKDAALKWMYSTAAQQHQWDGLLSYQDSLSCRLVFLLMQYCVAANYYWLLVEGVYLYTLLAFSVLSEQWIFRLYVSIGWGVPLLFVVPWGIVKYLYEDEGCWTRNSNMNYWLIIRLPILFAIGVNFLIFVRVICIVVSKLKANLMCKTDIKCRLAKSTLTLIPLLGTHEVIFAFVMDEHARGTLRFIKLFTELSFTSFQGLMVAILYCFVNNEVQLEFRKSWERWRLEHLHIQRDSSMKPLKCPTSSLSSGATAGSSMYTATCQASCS
# HEK293 tox: qHTS of GLP-1 Receptor Inverse Agonists: Cytotox Screen | Potency, µM (titrated, usually from 38.3 µM), for the others: top-dose activity change, negative = inhibition, most hits filed as inhibitors | HEK293 cAMP-luciferase reporter cells, luminescence, 24 h | 0.13% of 410,000 active;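 also: loss of luciferase light is scored as toxicity; % is scaled to controls: 0 for no effect and ±100 for the full control effect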
#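 Step one: seed cells (200 cells/uL, DMEM with 10% Nu serum, 1% pen-strep). Step two: 12-hour incubation at 37 deg C. Step three: pin 23 nL compound, incubate 24 hr. Step four: add luciferase reagent, read luminescence 12 min later.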
# SW480 rerep: A quantitative high throughput screen for small molecules that induce DNA re-replication in SW480 colon adenocarcinoma cells | SW480 DNA re-replication, Hoechst DNA content imaging, 48 h | Potency, µM (doses to about 46.1 µM), without a hit: at the highest dose re-replication activation, hits mostly activators | 1.8% of 340,000 active | AID 624297, 2012; also: % of control where 0% means no effect; nearly all actives have a fitted effect of over 55% in size
#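 Hoechst fluorescence of nuclei (405 nm excitation, 500-530 nm emission) measured by plate-scanning imager after 48 hr compound exposure at 37 C; re-replication scored as increased number of nuclei with elevated intensity.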
# HT1080-NT tox: qHTS for induction of synthetic lethality in tumor cells producing 2HG: qHTS for the HT-1080-NT fibrosarcoma cell line; HT-1080-NT fibrosarcoma viability, CellTiter-Glo ATP luminescence, 48 h; Potency, µM (series often up to 46.1 µM), without a hit: at the highest dose activity, negative = less viability, actives largely listed as cytotoxic; 1.6% of 360,000 active; AID 686970, 2013;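 also: NT is the 2HG producing partner of a matched IDH1 knockdown line; 0% = DMSO-treated cells and -100% = media-only wells without cells; nearly all actives have a fitted effect of over 55% in size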
#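 Fibrosarcoma NT cells, 750 per well in 5% FBS RPMI, were exposed to compound for 48 hours. Viability: CellTiter-Glo luminescence.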
# HT1080 IDH1KD tx: qHTS for induction of synthetic lethality in tumor cells producing 2HG: qHTS for the HT-1080-IDH1KD cell line | Potency, µM (titrated, usually from 46.1 µM), without a hit: top-dose activity, negative = toxicity, most hits filed as cytotoxic | HT-1080 IDH1 knockdown viability, ATP luminescence, 48 h | 2% of 360,000 active;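 also: 0% = DMSO wells and -100% = cell-free medium wells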
#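 Viability of IDH1-knockdown HT-1080 fibrosarcoma cells was assessed by CellTiter-Glo after 48 h at 37 °C with titrated compound; concentration-effect curves were classified by fit quality and response size.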
# TDP43 rescue: qHTS of TDP-43 Inhibitors; AID 652104, 2013; 1.8% of 410,000 active; TDP-43 expressing yeast growth rescue, BacTiter-Glo, 24 h; Potency, µM (titrated, usually from 46.1 µM), inactives show at the highest dose growth rescue (activation), most hits filed as activators; also: % of control where 0% means no effect; nearly all actives have a fitted effect of over 50% in size
#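 Galactose-induced TDP-43 yeast, OD600=0.02, compound pinned; 24 hr, 30 deg C; BacTiter-Glo luminescence for growth. Inhibitors of TDP-43 toxicity read as activators.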
# GLP1R inv ag: qHTS of GLP-1 Receptor Inverse Agonists (Inhibition Mode); Glucagon-like peptide 1 receptor (Homo sapiens), P43220; HEK293 GLP-1R CRE-luciferase, luminescence, 24 h; GLP-1R form is constitutively active; Potency, µM (doses to about 38.3 µM), without a hit: top-dose activity change, negative = inhibition, actives largely listed as inhibitors; 1.6% of 410,000 active; also: % is scaled to controls: 0 for no effect and ±100 for the full control effect; nearly all actives have a fitted effect of over 55% in size
#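 HEK293 cells stably co-expressing constitutively active GLP-1R and a cAMP-responsive luciferase reporter were seeded in DMEM with 10% Nu serum, given compounds after 12 h, and incubated 24 h at 37 deg C. Luminescence was then read.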
# KB-V1 MDR tox: qHTS assay for MDR1-selective chemotherapeutics: Primary screen using the drug-selected MDR subline cells KB-V1 | AID 1347076, 2019 | KB-V1 MDR cells viability, CellTiter-Glo, 72 h | 3.4% of 400,000 active | Potency, µM (top dose mostly 46.1 µM), without a hit: at the top dose activity change, negative = cytotoxicity, most hits filed as cytotoxic; also: % is scaled to controls: 0 for no effect and ±100 for the full control effect; nearly all actives have a fitted effect of over 60% in size
#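 Drug-selected KB-V1 cells, grown in DMEM lacking phenol red with 10% FBS, receive compound titrations; after three days at 37 degrees C, surviving cell ATP is quantified by CellTiter-Glo luminescence and responses normalized and curve-fitted.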
# KB-3-1 tox: qHTS assay for MDR1-selective chemotherapeutics: Primary screen using the parental adenocarcinoma cell KB-3-1; KB-3-1 viability, CellTiter-Glo ATP luminescence, 72 h; 1.4% of 400,000 active; AID 1347075, 2019; Potency, µM (titrated, usually from 46.1 µM), for inactives: top-dose activity change, negative = cytotoxic, actives largely listed as cytotoxic; also: % is scaled to controls: 0 for no effect and ±100 for the full control effect; nearly all actives have a fitted effect of over 60% in size
#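 Here the drug-naive KB-3-1 line serves as comparator for MDR sub-line selectivity; cells received compound titrations, 72 h at 37 °C, then CellTiter-Glo readout.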
# * hit, by the source's call; ? = inconclusive; . = not tested or not shown; & = joins results of further samples; ! = repeats disagree; [ ] = dose if it differs, or a comment. Calls follow the shape of the dose curve; as a rule, active = well fitted curve in the direction sought with a large enough effect; inconclusive = small, poorly fitted or top-dose-only effect, or another doubt; inactive = no such curve, though single readings can be large; an effect the other way counts as inactive or inconclusive. Potency is read from the fitted curve at half-maximal effect. Random draw from the library; overall some 9.4% were active at least once.
SMILES,GLP-1R agonist,HEK293 tox,SW480 rerep,HT1080-NT tox,HT1080 IDH1KD tx,TDP43 rescue,GLP1R inv ag,KB-V1 MDR tox,KB-3-1 tox
COc1cccc(C(=O)NCC(=O)N/N=C(C)\C=C\c2ccccc2)c1,4%,6%[7.66 µM],-1%,9%,12%,19%[9.22 µM],-17%[7.66 µM],-2%,-2%
CCCC(=O)Nc1nnc(-c2ccco2)s1,-2%,-6%,-4%,5%,13%[9.24 µM],4%,25%,-15%,13%
NC(=O)[C@H](Cc1cc2ccccc2s1)NC(=O)[C@@H]1CC2(CC(c3cccc(NC(=O)[C@@H]4CCC(=O)N4)c3)=NO2)CN1C(=O)/C=C/c1c(F)cccc1Cl (stereo partly drawn),8%,1%,-3%,6%,6%,10%,14%,?,25%
CCN(CC)S(=O)(=O)c1cccc(C(=O)Nc2ccc(Cl)cn2)c1,7%,16%,4%,1%,-18%,-14%,-23%,12µM*,?
Clc1cccc(N/N=C/c2ccc(N3CCOCC3)cc2)c1,-5%,-34%,-5%,14%,13%,?,?,?,-11%
COc1ccccc1N1CCN(C(=O)CSc2nc3ccccc3c(=O)n2CC2CCCO2)CC1 (stereo not drawn),5%,-15%,-2%,4%,-3%,14%,6%,?,-5%
CCOC(=O)C1CCN(C(=O)c2ccc3c(c2)NC(=O)/C(=C\c2cccc(C)c2)S3)CC1,-8%,5%,-9%,-1%,0%,20%,-17%,-16%,-4%
CC(C)c1ccc(NC2CCCN(C(=O)c3cscn3)C2)cc1 (stereo not drawn),-4%,8%,4%,1%,0%,-6%,-9%,-4%,-12%
O=C(NC12CC3CC(CC(C3)C1)C2)c1ccc(COc2ccc(Cl)cc2[N+](=O)[O-])o1,8%,3%,16%,?,?,25%,?,?,?
O=C(COC(=O)CCCNC(=O)c1ccc(Cl)cc1)Nc1cc(Cl)ccc1Cl,9%,4%[1.53 µM],0%,-2%,0%,1%,0%,0%,7%
COc1ccc(-c2cc(-c3ccc(F)cc3)nc3c2COc2ccc(F)cc2-3)cc1,0%,3%,.,.,.,16%,18%,?,6%
Cc1ccc(Cl)cc1N1CCN(C(=O)Cn2cnc3sc(C)c(S(=O)(=O)N4CCC(C)CC4)c3c2=O)CC1,-1%,4%,.,.,.,3%,-6%,-5%,?
O=C(COc1ccc([N+](=O)[O-])cc1)Nc1ccc(CN2CCOCC2)cc1,17%,4%,-1%,0%,0%,4%,-5%,-17%,-10%
O=C1Nc2ccccc2N(O)N1c1ccc(Cl)c(Cl)c1,-2%,0%[7.66 µM],-2%,-4%,-5%,24%[9.22 µM],-20%[7.66 µM],0%,-2%
COc1ccc(OC)c(CNC(=O)C2CCCN(c3ncnc4onc(-c5ccc(F)cc5)c34)C2)c1 (stereo not drawn),.,-2%,.,.,.,21%,10%,4%,7%
CC(C)(C)c1nnc(NS(=O)(=O)c2cc(Cl)ccc2Cl)s1,0%,1%,19%,-1%,-2%,?,-19%,30%,12%
COC(=O)c1c(C(=O)OC)c(C)n(Cc2cccnc2)c1C,-7%,-15%,-15%,0%,0%,-10%,0%,1%,0%
Cn1c(=O)c2ccccc2n(CC(=O)N2CCCc3ccccc32)c1=O,10%,0%,-23%,8%,12%,-24%,-7%,-22%,-4%
C(=N\N1CCOCC1)/c1cccs1,-2%,8%,-2%,-3%,-6%,1%,0%,0%,8%
Cc1ccc(NC2=Nc3ccccc3N3C2=Nc2c(c(C)nn2-c2ccccc2)C3c2ccc(O)c(O)c2)cc1 (stereo not drawn),-21%,124%[activator],9.2µM*,23µM*,?,?,11µM*,?,?
COc1ccc(CC(=O)Nc2nc3n(n2)C(c2ccccc2)CC(=O)N3)cc1OC (stereo not drawn),-7%,1%,?,14%,16%,2%,3%,0%,8%
C=CCC1CCCC(=O)N2CCCC12 (stereo not drawn),2%,3%,-44%[inhibitor],4%,-3%,15%,11%,0%,0%
COc1ccc(S(=O)(=O)NCC2CCCN(Cc3ccccc3C)C2)cc1 (stereo not drawn),-1%,-15%,-48%[inhibitor],-18%,-1%,18%,?,-3%,-5%
COc1ccc2ccccc2c1/C=N/NC(=O)c1cc(C)[nH]n1,5%,24%,-1%,-13%,-13%,-19%,-41%,-4%,-3%
O=C1c2ccccc2C(c2nnnn2Cc2ccccc2)N1CCc1ccccc1F (stereo not drawn),1%,1%,.,2%,-16%,?,11%,?,-5%
CC(C)CCN1C(=O)c2ccccc2C1c1nnnn1C(C)C (stereo not drawn),-6%,1%,.,14%,28%,7%,25%,-21%,9%
CN(Cc1ccccc1)C(=O)c1cccc(NC(=O)Cc2ccc(NC(=O)C3CCCN(C(=O)C4CCC4)C3)cc2)c1 (stereo not drawn),-3%,-10%,-18%[9.22 µM],-15%,-1%,12%,2%,24%,11%
O=C(O)C(c1ccccc1)C1(O)CC2CCC1C2 (stereo not drawn),0%,-5%,-3%,19%,14%,14%,14%,5%,3%
CCOC(=O)CNC(=O)c1c2c(nc3ccccc13)CCCC2,12%,12%,-4%,-11%,2%,-17%,-18%,5%,-4%
CCN(CC(=O)NC(C)C)C(=O)Cc1ccc(C)c(C)c1,0%,0%,-10%,18%,?,27%,-8%,4%,0%
COc1ccc(OC)c(NC(=O)C(C)N2c3cccc4cccc(c34)S2(=O)=O)c1 (stereo not drawn),7%,0%,?,19%,4%,-11%,9%,7%,12%
COc1ccc(CCn2c(=O)c3cccnc3n(Cc3ccc([N+](=O)[O-])cc3)c2=O)cc1OC,-6%,-4%,-6%,7%,17%,9%,2%,?,10%
COC(=O)c1ccccc1NC(=O)Cn1nnc(-c2ccc(OC)cc2)n1,-6%,?,-2%,15%,5%,20%&0%,?,15µM*!,-28%&-22%
O=C(COc1ccccc1)N/N=C/c1ccc([N+](=O)[O-])o1,-5%,-19%,-2%,?,?,12%,7%,-13%,15µM*
CCCN(CC(=O)Nc1ccccc1OC)C(=O)Cn1[nH]c(=O)c2ccccc2c1=O,-5%,-2%,-9%,-6%,-14%,-8%,20%,0%,20%
Cc1cc(C)n(-c2nc3ccccc3nc2Nc2cc(Cl)ccc2C)n1,.,-5%,.,.,.,25%,1%,?,11%
O=C(Nc1ccc(Cl)cc1)c1ccc2sc([C@@H]3O[C@H](CO)[C@H](O)[C@H](O)[C@H]3O)nc2c1,-1%,4%,.,-8%,9%,23%,14%,?,0%
CCOc1ccc(C(=O)COC(=O)c2cccc(-n3cnnn3)c2)cc1,0%,7%,4%,-2%,-8%,-26%,3%,-13%,-14%
COc1cccc(CNC(=O)CSc2ccc(-c3cccs3)nn2)c1,7%,12%,2%,17%,21%,-16%[9.22 µM],-9%,?,20%
CCOC(=O)N1CCN(CC(O)COc2cc(C)ccc2C(C)C)CC1 (stereo not drawn),-4%,5%,7%,9%,11%,21%,?,-26%,-10%

# Three compounds from above, sorted by the number in SW480 rerep, ascending.
SMILES | GLP-1R agonist | SW480 rerep
C(=N\N1CCOCC1)/c1cccs1 | -2% | -2%
O=C(COc1ccc([N+](=O)[O-])cc1)Nc1ccc(CN2CCOCC2)cc1 | 17% | -1%
CC(C)c1ccc(NC2CCCN(C(=O)c3cscn3)C2)cc1 (stereo not drawn) | -4% | 4%

# SW480 rerep, entries above that show a hit.
Compound	GLP-1R agonist	SW480 rerep
Cc1ccc(NC2=Nc3ccccc3N3C2=Nc2c(c(C)nn2-c2ccccc2)C3c2ccc(O)c(O)c2)cc1 (stereo not drawn)	-21%	9.2µM*

# Next structures follow:
SMILES,GLP-1R agonist,HEK293 tox,SW480 rerep,HT1080-NT tox,HT1080 IDH1KD tx,TDP43 rescue,GLP1R inv ag,KB-V1 MDR tox,KB-3-1 tox
CCNS(=O)(=O)c1ccc(NC(=O)Cn2cc([N+](=O)[O-])cn2)cc1,1%,20%,-8%,0%,-3%,-14%,15%,1%,-2%
CCOC(=O)C1CCCN(S(=O)(=O)c2ccc(F)c(C(=O)Nc3ccc(F)c(F)c3)c2)C1 (stereo not drawn),17%,3%&-26%,1%,?,-27%,23%&8%,?,?,-5%
Cc1ccc(C2(c3ccc(C)cc3)NC(=O)N(Cc3c(C)noc3C)C2=O)cc1,-9%,?,-2%,?,-27%,22%,10µM*,?,?
Cc1cc(C)cc(-n2ncc3c2CCCC3NC(=O)C2CCC2)c1 (stereo not drawn),12%,-5%,1%,-2%,-16%,17%,?,-3%,-10%
Nc1nc(-c2ccc(Oc3ccccc3)cc2)c(CC(=O)O)s1,-1%,4%,-8%,5%,-1%,15%,10%,29%,12%
CNC(=S)N(CCc1c(C)[nH]c2ccc(OC)cc12)Cc1ccco1,-3%,-4%,?,-5%,0%,-5%,-13%,0%,-4%
Cc1cc(-c2ccccc2)nc(N(C)NC(=O)c2cccc(C(F)(F)F)c2)c1S(C)(=O)=O,4%,6%,1%,-2%,0%,-11%,15%,1%,-8%
Cc1cccc(Cn2c(CN3CCN(Cc4ccccc4)CC3)nc3c2c(=O)[nH]c(=O)n3C)c1,0%,0%,0%,-13%,-7%,20%,10%,?,?
CC(C)(C)c1cnnn1-c1ccc(C=O)cc1,-18%,-6%,-1%,-5%[9.24 µM],?,-16%,-1%,12%,0%
CCc1ccccc1N(CC(=O)NC1CCCCC1)C(=O)CNC(=O)c1ccco1,7%,17%,-4%,15%,17%,-2%,7%,-20%,8%
CC1=C(C(=O)OC(C)C)C(c2cccnc2)C2=C(CCCC2=O)N1 (stereo not drawn),-1%,40%[activator],4%,0%,10%,-25%,4%,8%,5%
